GPR151 ag – activates the human receptor GPR151 | Q8TDV0 | PathHunter beta-arrestin GPR151 cells, luminescence | activation, % at 11.2 µM | actives 1% (n = 650,000); in the data active = activation above about 4.9%;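 note: 0% = median of compound wells and 100% = cells with positive control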
Target sequence (Q8TDV0 whole entry, looked up): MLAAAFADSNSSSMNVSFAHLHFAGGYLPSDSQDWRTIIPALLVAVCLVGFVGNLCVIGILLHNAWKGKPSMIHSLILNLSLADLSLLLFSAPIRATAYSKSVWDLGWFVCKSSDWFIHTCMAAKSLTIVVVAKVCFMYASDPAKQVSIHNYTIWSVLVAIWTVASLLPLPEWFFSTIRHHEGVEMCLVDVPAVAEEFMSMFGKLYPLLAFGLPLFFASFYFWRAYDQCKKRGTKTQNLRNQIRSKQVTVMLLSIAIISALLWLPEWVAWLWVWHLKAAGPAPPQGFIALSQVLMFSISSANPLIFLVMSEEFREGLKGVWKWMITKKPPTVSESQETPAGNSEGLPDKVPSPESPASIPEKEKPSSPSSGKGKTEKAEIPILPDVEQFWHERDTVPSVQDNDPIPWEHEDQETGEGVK
FBW7 activator – activators of human E3 ligase FBW7 | normalized activity (activation), % at 26.1 µM | AlphaScreen FBW7–phospho-cyclin E peptide binding, activator screen | actives 0.13% (n = 650,000) | Q969H0; in the data active = normalized activity above about 1.9%;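 note: purified mutant Fbw7 with reduced substrate affinity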
MITF primary – inhibitors of human MITF; inhibition, % at 2.6 µM; AID 1259374; O75030; actives 0.91% (n = 650,000); AlphaScreen MITF homodimerization, bead proximity signal; in the data active = inhibition above about 50%;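 note: 0% = vehicle wells with protein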
Target sequence (O75030 whole entry, looked up): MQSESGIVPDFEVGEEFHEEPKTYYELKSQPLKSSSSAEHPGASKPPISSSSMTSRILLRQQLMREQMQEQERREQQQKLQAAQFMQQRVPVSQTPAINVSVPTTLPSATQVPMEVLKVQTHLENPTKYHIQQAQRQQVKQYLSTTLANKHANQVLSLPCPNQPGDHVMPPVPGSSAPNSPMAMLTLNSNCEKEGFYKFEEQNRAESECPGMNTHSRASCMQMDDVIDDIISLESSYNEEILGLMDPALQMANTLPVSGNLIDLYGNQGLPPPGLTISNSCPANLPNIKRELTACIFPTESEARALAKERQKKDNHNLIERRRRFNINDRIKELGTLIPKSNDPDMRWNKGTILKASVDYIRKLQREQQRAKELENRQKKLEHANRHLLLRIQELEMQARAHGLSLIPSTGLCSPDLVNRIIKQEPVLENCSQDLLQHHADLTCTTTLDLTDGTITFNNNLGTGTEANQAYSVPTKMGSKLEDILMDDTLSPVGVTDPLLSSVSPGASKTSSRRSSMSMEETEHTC
TEAD-YAP inh – TEAD-YAP interaction inhibition; HEK-TIYL cells, TEAD-Gal4/YAP UAS-luciferase luminescence; inhibition, % at 9.12 µM; actives 1.4% (n = 640,000); AID 1259422; in the data active = inhibition above about 32%;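 note: 0% = median of test compound wells and 100% = reference inhibitor wells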
Numbers without * were called inactive; & = joins results of further samples.

Compound	GPR151 ag	FBW7 activator	MITF primary	TEAD-YAP inh
Cc1cc(C)c(S(=O)(=O)N(CC(=O)NCc2ccncc2)C2CCCCC2)c(C)c1	-0.5	-0.3	-4	-14
O=C(Nc1nnc(C2=COCCO2)o1)c1cc(Cl)sc1Cl	1.1	-0.2	7	11
CC(CCc1ccccc1)NC(=O)Cn1ncc2c1-c1ccccc1OC2 (centres undefined)	0.6	0.0	-4	9
COc1ccc(C2=NC(c3cccc(F)c3)NC(c3ccccc3O)C2)cc1 (centres undefined)	-3.5	0.3	-48	-63
O=C1OC(Cc2ccccc2Cl)c2cc[nH]c(=O)c21 (centres undefined)	0.3	0.1	-9	1
Cc1ccc2[nH]c(=O)c(CN(CCO)C(=O)C3CCCO3)cc2c1 (centres undefined)	-0.8	-0.1	-9	-7
COc1ccc(CC(=O)N(CC#N)CC#N)cc1	1.3	-0.1	7	3
C=CCc1ccccc1OCC(=O)N/N=C/c1cc(OC)cc([N+](=O)[O-])c1O	-1.3	-0.1	7	2
O=C(CSc1nc2cccnc2n1C1CCCCC1)N1CCOCC1	0.2	-0.1	0	1
Cn1c(=O)c2c(nc(NCCN3CCOCC3)n2C)n(C)c1=O	-0.9	0.1	6	7
CCOc1nc(C)ccc1-c1noc(-c2cccnc2)n1	1.0	0.5	-18	-27
Cc1cc(C(=O)NC(C)C2CCCO2)ccc1[N+](=O)[O-] (centres undefined)	3.1	-0.4	4	0
O=C(c1cc2ccccc2oc1=O)N1CCCC(N2CCN(c3ccccc3)CC2)C1 (centres undefined)	4.7	-0.1	0	2
O=[N+]([O-])c1cccnc1Nc1ccc(Cl)cc1	0.0	-0.5	15	-14
O=C(CN1C(=O)CSC1=O)N1CCc2ccccc2C1	-0.1	0.2	11	4
O=C(Nc1ccc2c(c1)oc1ccccc12)c1ccc2c(c1)OCCO2	3.0	-0.1	-11	-54
C[C@@H]1NC(=O)[C@@H]2C[C@H](NC(=O)Oc3ccccc3)CN2C1=O	1.0	0.1	-11	5
C=C(C)Cn1c(SCC(=O)NC2CCCC2)nc2sc3c(c2c1=O)CCCC3	-0.4	-0.2	-11	1
CCOc1ccc(NC(=O)N2CCN(c3ccc(C)nn3)CC2)cc1	1.2	0.3	5	7
Cc1nc(SCc2ccc(F)cc2)n[nH]1	-1.6	0.6	2	-1
O=C(Cn1cc([N+](=O)[O-])cn1)Nc1ccc(C(F)(F)F)cc1Cl	-0.3	0.1	13	8
COc1ccc(C(=O)Nc2ccc(C(=O)Nc3ccc4c(c3)OCCO4)cc2)cc1[N+](=O)[O-]	0.1	0.2	9	11
COc1ccc(C2/C(=C(/O)c3ccc(S(=O)(=O)N4CCOCC4)cc3)C(=O)C(=O)N2CCN2CCOCC2)cc1 (centres undefined)	0.3	-0.2	-8	-3
CCOC(=O)c1c(NC(=O)c2ccc([N+](=O)[O-])cc2)sc(C(N)=O)c1C	-0.3	0.1	10	1
CCN(CC)C(=O)c1c[nH]c2ccc(S(=O)(=O)N(C)c3cccc(C)c3)cc2c1=O	-0.3	-0.1	0	2
CSc1sc2c(N)nc(N)nc2c1C#N	0.0	0.2	-22	-8
CCOC(=O)CCNC(=O)CC1C(=O)NCCN1Cc1ccccc1OC (centres undefined)	1.5	0.1	14	10
COc1ccc(CNC(=O)C(C)Sc2ccsc2[N+](=O)[O-])cc1 (centres undefined)	0.2	0.1	1	-2
C#CC(C)(CC)OCC(O)CN1CCN(C(=O)OCC)CC1 (centres undefined)	0.6	0.0	9	4
CCC(=O)Nc1cccc(-n2nnnc2SCC(=O)N(C(C)C)C(C)C)c1	0.9	0.4	11	0
N#C/C(=C\c1ccc([N+](=O)[O-])cc1)C(=O)NCCN1CCCCC1	-0.1	-0.1	8	-12
COC(=O)c1ccccc1NC(=O)CCC(=O)O	-2.2	0.5	16	-5
COc1ccc(C2NCCc3c2[nH]c2ccccc32)cc1COc1ccccc1F (centres undefined)	1.6	-0.1	-9	6
CC(C)(C)NCC(O)COc1cccc2[nH]c(=O)[nH]c12 (centres undefined)	0.9&2.8	-0.1&-0.1	-9&-2	-3
CC(=O)c1cccc(NC(=O)c2noc3c2CCc2ccccc2-3)c1	-1.3	0.5	7	-47
COC(=O)c1coc(-c2ccc(OC)cc2)c1C(=O)OC	-0.5	-0.1	-5	-19
COC(=O)c1cccc(NC(=O)/C(=C\c2ccco2)NC(=O)c2ccc(Br)cc2)c1	0.9	0.0	7	7
C=C(C)Cn1cnc2cc(C)c(C)cc21	0.5	0.1	-22	-4
O=C(NC1CCOC1)c1ccc(OC2CCN(CCc3ccccc3)CC2)cc1 (centres undefined)	0.5	-0.1	0	0
COc1cccc(NC(=O)Cn2c(=O)n(Cc3ccccc3)c(=O)c3ccccc32)c1	-0.3	0.7	6	14
COc1ccc(/C=C/C(=O)NCC2Cc3cccc(-c4nc(C)cnc4C)c3O2)cc1OC (centres undefined)	-0.8	-0.1	3	-2
Cc1cc(NCC2CCCO2)nc2cc(Cl)ccc12 (centres undefined)	0.0	0.0	-5	-1
COc1ccc(CCNC(=O)C2(c3cccs3)CCCC2)cc1	3.0	0.0	2	4
COc1ccccc1N1CCN(c2ncnc3c2cnn3-c2cccc(C)c2)CC1	2.6	0.2	-6	16
CC1CC(C)CN(C(=O)CSc2nnc3n(CC(=O)NC(C)C)c4ccccc4n23)C1 (centres undefined)	0.8	0.1	0	-3
O=C(COc1ccc([N+](=O)[O-])cc1)NCCc1nc2ccccc2[nH]1	0.1	0.0	10	5
CCCN(CCC)S(=O)(=O)c1ccc2c(c1)oc(=O)n2CC(=O)OCC	-0.4	-0.1	9	0
Cc1cccc(CC(C)NC(=O)CCc2nnc(-c3ccccc3)o2)n1 (centres undefined)	-0.2	-0.1	3	-8
CC1CCCN(S(=O)(=O)c2cccc(S(=O)(=O)N3CCOCC3)c2)C1 (centres undefined)	0.3	0.3	-3	8
Cn1cnc2c1c(=O)n(Cc1ccc(F)cc1)c(=O)n2C	-0.4	-0.1	4	-2
CCOC(=O)c1ccc(-n2c(CC)nc3ccccc3c2=O)cc1	-0.5	0.2	0	10
O=C(CCN1C(=O)c2ccccc2C1=O)Nc1cccc2ccccc12	-0.4	0.5	-4	-1
COCCC(=O)N1CCCC(CCC(=O)NCc2ccc(F)c(F)c2)C1 (centres undefined)	1.4	-0.2	-9	-9
O=C(Nc1ccccc1OC(F)F)c1ccccc1[N+](=O)[O-]	-1.6	0.2	-5	-6
O=C(CCC(=O)Nc1ccc2c(c1)OCCO2)Nc1ccc2c(c1)OCCO2	-2.0	0.0	16	1
COc1ccc(-c2nc(N3CCN(c4ccccc4OC)CC3)c3ccccc3n2)cc1OC	-0.5	0.5	17	-6
Cc1cc([N+](=O)[O-])c(C)c2c1NS(=O)(=O)c1ccccc1-2	0.2	0.1	0	10
CC1CCc2c(sc(NC(=O)CN3C(=O)C4C5C=CC(C5)C4C3=O)c2C(N)=O)C1 (centres undefined)	-0.7	-0.2	13	-6
COc1ccc(NC(=O)C2CC(c3ccc(OC)cc3)=NO2)cc1 (centres undefined)	0.0	-0.2	-5	-2
Cc1ccc(S(=O)(=O)N2CCCC(C(=O)NC3=NCCS3)C2)cc1 (centres undefined)	-0.8	0.0	16	-14

(further entries)
Results follow in this order: GPR151 ag	FBW7 activator	MITF primary	TEAD-YAP inh
- COC(=O)C(NC(=O)Nc1ccc(OC(F)(F)F)cc1)(Nc1ccc(F)cc1)C(F)(F)F (centres undefined)
    -0.5	-0.1	0	-7
- COC(=O)NNC(=S)Nc1ccc(OC(F)F)cc1
    -0.4	0.0	-4	8
- O=C(COc1ccc([N+](=O)[O-])cc1)OC1CCS(=O)(=O)C1 (centres undefined)
    -1.0	0.1	15	4
- COCC(=O)Nc1ccc2c(c1)N(C(=O)C(C)C)CCC2
    -2.0	-0.1	-1	5
- CNc1cc(N2CCN(S(=O)(=O)c3ccc4c(c3)CCCC4)CC2)ccc1[N+](=O)[O-]
    13*	0.0	-5	4
- Cc1ccc(C)c(N(CC(=O)NCCSC(C)(C)C)S(C)(=O)=O)c1
    -0.6	-0.2	-4	9
- COc1ccccc1CNC(=O)COc1cc(C)ccc1C
    -1.4	0.2	-21	-13
- O=C(NCc1ccco1)c1ccc2c(c1)nc(SCc1cc(=O)n3cc(Cl)ccc3n1)n1c3ccccc3nc21
    -0.5	-0.1	0	3
- NC(=O)C1CCN(C(=O)CCn2c(=S)[nH]c3ccccc3c2=O)CC1
    -1.4	0.1	-5	-3
- CC1Cc2ccccc2N1C(=O)c1cc(S(=O)(=O)N2CCCC2)cn1C (centres undefined)
    1.3	0.2	9	0
- CCOC(=O)C1CCN(C(=O)c2sc3nc(C)nc(N4CCCCC4)c3c2C)CC1
    -0.5	-0.1	5	-16
- CN1C[C@@H]2C[C@@H](C3=Cc4cc(Cl)ccc4OC3)N3CCC[C@@]23C1=O
    -1.1	0.1	12	3
- COc1ccccc1C(=O)Nc1ccc2oc(-c3ccc(C)cc3)nc2c1
    1.3	-0.1	-3	-6
- O=C(Nc1ccc(Br)cc1)c1ccc(F)c(S(=O)(=O)NCc2ccccc2Cl)c1
    0.9	0.0	15	14
- N#C/C(=C/c1ccc(-c2ccc([N+](=O)[O-])cc2)o1)C(=O)O
    0.1	0.7	24	3

A few values from the results shown:
Cc1ccc(C)c(N(CC(=O)NCCSC(C)(C)C)S(C)(=O)=O)c1 in TEAD-YAP inh: 9
COC(=O)NNC(=S)Nc1ccc(OC(F)F)cc1 in MITF primary: -4
COc1ccccc1CNC(=O)COc1cc(C)ccc1C in MITF primary: -21
NC(=O)C1CCN(C(=O)CCn2c(=S)[nH]c3ccccc3c2=O)CC1 in FBW7 activator: 0.1
CC1Cc2ccccc2N1C(=O)c1cc(S(=O)(=O)N2CCCC2)cn1C (centres undefined) in MITF primary: 9
CN1C[C@@H]2C[C@@H](C3=Cc4cc(Cl)ccc4OC3)N3CCC[C@@]23C1=O in MITF primary: 12
O=C(Nc1ccc(Br)cc1)c1ccc(F)c(S(=O)(=O)NCc2ccccc2Cl)c1 in GPR151 ag: 0.9

The listing continues.
Results follow in this order: GPR151 ag	FBW7 activator	MITF primary	TEAD-YAP inh
- COc1cc(-c2nc3cccc(C)n3c2NC(C)(C)C)ccc1O
    -0.9	0.1	-1	1
- O=C(CSc1nc2cc(Cl)ccc2o1)N1CCOCC1
    -0.2	-0.5	-13	-4
- COc1ccc(COC(=O)C2=C(C)NC3=C(C(=O)CCC3)C2c2ccc(OCc3ccccc3)c(OC)c2)cc1 (centres undefined)
    2.5	0.0	0	8
- O=C(c1ccc(F)cc1)N1CCN(c2c(Cl)cccc2[N+](=O)[O-])CC1
    0.3	-0.3	10	13
- CC1=NN(C(N)=S)C(=O)C1N=Nc1ccc(S(=O)(=O)O)c2ccccc12 (centres undefined)
    -3.3	0.2	-5	-5
- CCOCCOC(=O)C1=C(C)N(C)C(=O)NC1c1cc(Cl)c(O)c(OC)c1 (centres undefined)
    2.2	-0.1	-7	3
- Cc1cc(C(=O)NCc2nnc3n2CCN(C/C=C/c2ccccc2)CC3)c(C)o1
    1.2	-0.1	6	4
- CCOC(=O)N1CCN(c2ccc(S(C)(=O)=O)cc2F)CC1
    0.0	0.4	15	5
- O=S(=O)(c1ccc(Cl)s1)N1CCN(c2ncc(C(F)(F)F)cc2Cl)CC1
    2.4	0.1	2	6
- CCCc1nn(CC(=O)N(CC)Cc2ccco2)c(=O)c2cc3ccsc3n12
    -0.8	-0.1	19	6
- CN1C(=O)[C@H]2CN(C(=O)c3cc(Cl)cc(Cl)c3)CCN2C(=O)[C@@H]1Cc1ccccc1
    -0.2	0.2	11	-1
- CCOc1ccc(-n2c(SCC(=O)Nc3ccccc3OCC)nc3n[nH]c(C)c3c2=N)cc1
    0.7	0.5	-4	-9
- CN1CCN(C(=O)Nc2ccccc2Cl)CC1
    -0.5	0.0	-12	-10
- OCCC1CN(Cc2nc3ccccc3[nH]2)CCN1CC1CCCCC1 (centres undefined)
    -1.3	0.0	17	6
- CCOC(=O)c1ccc(NC(=O)CSc2nnc(-c3cccs3)n2CC)cc1
    0.5	0.0	-1	9

Another view of 2 compounds above.
SMILES: CCOC(=O)N1CCN(c2ccc(S(C)(=O)=O)cc2F)CC1
  GPR151 ag: 0.0
  FBW7 activator: 0.4
  MITF primary: 15
  TEAD-YAP inh: 5

SMILES: O=S(=O)(c1ccc(Cl)s1)N1CCN(c2ncc(C(F)(F)F)cc2Cl)CC1
  GPR151 ag: 2.4
  FBW7 activator: 0.1
  MITF primary: 2
  TEAD-YAP inh: 6

(listing goes on)
Results follow in this order: GPR151 ag	FBW7 activator	MITF primary	TEAD-YAP inh
- COC(=O)c1ccc2c(=O)n(Cc3ccc(Cl)cc3)c(SCC(=O)C(C)(C)C)nc2c1
    -0.6	0.1	-5	-4
- CCn1cc(C(=O)N2CCC3(CC2)Nc2cc(OC)ccc2-n2cccc23)c(C)n1
    -0.3	-0.1	1	-5
- O=C(Nc1cc(-c2ccncc2)c[nH]c1=O)C1COc2c(ccc3ccccc23)O1 (centres undefined)
    0.7	0.1	16	12
- Cc1ccc(C(=O)NNC=O)cc1
    -1.3	0.0	10	-5
- CC(C)CCc1ccc(C2(C)NC(=O)NC2=O)cc1 (centres undefined)
    0.5	0.0	2	-21
- CN1C(=O)/C(=N/N=C2\CC(c3ccccc3)N=N2)c2ccccc21 (centres undefined)
    -0.9	0.1	21	6
- CCOc1ccc(NC(=O)/C(C#N)=C\c2ccc(OC)cc2)cc1
    -1.0	0.0	18	-3

Source: PubChem BioAssay
